Assay outcomes from PubChem.
FBW7 act = activators of human E3 ligase FBW7 | Q969H0 | AlphaScreen FBW7–phospho-cyclin E peptide binding, activator screen | normalized activity (activation), % at 26.1 µM | 0.13% of 650,000 active | AID 1259310; in the data active means normalized activity above about 1.9%;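 further: purified mutant Fbw7 with reduced substrate affinity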
Target sequence (Q969H0 whole entry, looked up): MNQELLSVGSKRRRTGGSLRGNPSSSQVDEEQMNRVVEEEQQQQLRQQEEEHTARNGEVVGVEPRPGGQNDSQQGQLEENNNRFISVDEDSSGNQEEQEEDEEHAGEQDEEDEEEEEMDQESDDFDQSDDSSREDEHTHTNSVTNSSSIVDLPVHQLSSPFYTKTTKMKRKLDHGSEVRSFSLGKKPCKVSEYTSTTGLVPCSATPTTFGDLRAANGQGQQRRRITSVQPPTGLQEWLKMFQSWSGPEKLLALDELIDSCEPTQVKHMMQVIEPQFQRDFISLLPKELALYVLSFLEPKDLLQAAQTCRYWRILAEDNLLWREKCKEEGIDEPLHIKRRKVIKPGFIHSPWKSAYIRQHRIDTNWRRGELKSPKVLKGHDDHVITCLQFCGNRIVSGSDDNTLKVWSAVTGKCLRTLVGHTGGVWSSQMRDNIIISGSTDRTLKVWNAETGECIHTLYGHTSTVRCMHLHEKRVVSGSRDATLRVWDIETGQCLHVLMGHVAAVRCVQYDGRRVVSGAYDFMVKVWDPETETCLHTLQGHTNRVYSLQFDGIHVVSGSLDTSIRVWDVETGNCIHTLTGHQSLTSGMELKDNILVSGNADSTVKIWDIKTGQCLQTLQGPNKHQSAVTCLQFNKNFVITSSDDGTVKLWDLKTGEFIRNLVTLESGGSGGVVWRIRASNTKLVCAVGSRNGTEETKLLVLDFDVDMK
TEAD-YAP block = TEAD-YAP interaction inhibition | HEK-TIYL cells, TEAD-Gal4/YAP UAS-luciferase luminescence | inhibition, % at 9.12 µM | 1.4% of 640,000 active; in the data active means inhibition above about 32%;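 further: 0% = median of test compound wells and 100% = reference inhibitor wells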
GPR151 activ = activators of human GPR151. PathHunter beta-arrestin GPR151 cells, luminescence. activation, % at 11.2 µM. 1% of 650,000 active. AID 1508602; in the data active means activation above about 4.9%;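 further: 0% = median of compound wells and 100% = cells with positive control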
Target sequence (Q8TDV0 whole entry, looked up): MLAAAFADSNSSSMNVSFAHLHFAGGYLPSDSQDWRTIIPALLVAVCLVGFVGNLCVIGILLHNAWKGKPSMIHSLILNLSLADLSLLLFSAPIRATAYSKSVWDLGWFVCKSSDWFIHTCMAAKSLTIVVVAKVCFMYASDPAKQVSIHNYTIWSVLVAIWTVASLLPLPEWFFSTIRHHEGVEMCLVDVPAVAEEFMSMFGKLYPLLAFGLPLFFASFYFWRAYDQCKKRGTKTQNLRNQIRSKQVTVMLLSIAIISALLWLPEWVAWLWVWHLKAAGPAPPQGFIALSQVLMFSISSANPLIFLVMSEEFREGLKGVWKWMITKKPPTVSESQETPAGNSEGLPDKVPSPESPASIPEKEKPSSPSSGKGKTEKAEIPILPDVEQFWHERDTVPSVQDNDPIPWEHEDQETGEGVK
MITF inh = human MITF inhibition, primary screen; O75030; AlphaScreen MITF homodimerization, bead proximity signal; inhibition, % at 2.6 µM; 0.91% of 650,000 active; AID 1259374; in the data active means inhibition above about 50%;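 further: 0% = vehicle wells with protein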
* marks the source's active call; other numbers are inactive results.

SMILES	FBW7 act	TEAD-YAP block	GPR151 activ	MITF inh
OCCC1CCCCN1c1ccnc2c(-c3ccccc3)cnn12 (stereo not drawn)	-0.3	89*	0.1	9
CC(=O)NC(c1ccccc1F)c1ccc2cccnc2c1O (stereo not drawn)	-0.1	84*	-1.5	-11
O=[N+]([O-])C1=Cc2ccccc2OC1c1c(Cl)cccc1Cl (stereo not drawn)	-0.1	-25	1.6	12
COCCCNC(=O)c1ccc2nc(-c3ccc(F)cc3)c(-c3ccc(F)cc3)nc2c1	0.3	5	0.8	15
CCOC(=O)C1=C(C)N=c2s/c(=C\c3ccc(OCc4ccc(Cl)cc4)c(OCC)c3)c(=O)n2C1c1ccc2c(c1)OCO2 (stereo not drawn)	-0.1	-10	-0.8	-1
COc1cccc(C(=O)Nc2cc(-n3c(C)nc4ccccc4c3=O)ccc2Cl)c1OC	-0.1	-7	-0.8	7
CCOC(=O)c1ccc(CN(Cc2ccc(C)cc2)S(=O)(=O)c2ccc(F)c(C(=O)Nc3c(C)cccc3C)c2)cc1	0.5	1	-1.7	7
COc1ccc(OC)c(NC(=O)c2cc3nc(-c4ccc(Cl)cc4)cc(C(F)(F)F)n3n2)c1	-0.1	9	-1.0	10
Cc1cc(C)n(-c2ccc(NC(=O)C3CCN(Cc4ccon4)CC3)cc2)n1	0.3	3	-0.2	17
Cc1cc(-c2cnc(C)nc2C2CCNCC2)on1	0.3	1	-0.4	12
Cc1nc2sc(C(=O)c3ccccc3)c(N)c2c(C)c1C(=O)Nc1ccccc1	0.0	-2	1.1	-17
COc1cc(C(=O)NC2CCCNC2)cc(OC)c1OC (stereo not drawn)	0.1	4	1.6	5
O=[N+]([O-])c1ccc(Oc2ccc(-c3nnco3)cc2)c2ccncc12	0.0	12	1.0	1
CC(C)(C)c1ccc(C(=O)N/C(=C\c2cccc([N+](=O)[O-])c2)C(=O)O)cc1	-0.1	5	-1.5	-6
COc1cccc(C2CC(c3ccc(Cl)cc3)=NC(c3ccc(F)cc3)N2)c1O (stereo not drawn)	0.0	-58	-0.3	1
O=C(Nc1ccccc1-c1nc2ccccc2[nH]1)c1ccccc1Br	0.1	7	-0.2	10
Cc1cccc(Cn2c(C)c(CNCCc3ccccc3)c(C(=O)O)c2C)c1	-0.2	7	-0.3	13
O=C(Nc1cccc(Br)c1)Nc1nnc(N2CCCC2)s1	0.2	-3	-1.8	0
Cc1cccc(N(C)C(=O)CCS(=O)(=O)c2cc3c(cc2Cl)NC(=O)CO3)c1	-0.2	-5	2.1	1
O=C(N/N=C/c1cccc([N+](=O)[O-])c1)c1cc(-c2cccs2)[nH]n1	0.0	1	1.7	16
CCOC(=O)c1ccc(NC(=O)C23CC4CC(CC(C4)C2)C3)cc1	-0.1	-31	-0.7	-8
CCCC(=O)Nc1ccc(C(=O)Nc2nnc(COC)s2)cc1	-0.1	-5	0.3	1
CN(C)c1ccc(C2C3=C(CCCC3=O)Nc3[nH]c(=O)[nH]c(=O)c32)cc1 (stereo not drawn)	-0.3	-15	-0.5	-20
CCN(CC(=O)Nc1ccc(C(N)=O)cc1)S(=O)(=O)c1ccc(OC)cc1	-0.1	-6	-1.0	-9
O=C(NC(=S)Nc1ccc2nn(-c3ccc(F)cc3)nc2c1)c1ccccc1	0.0	-24	-0.1	-1
CCOC(=O)c1ccc(NC(=S)NNC(=O)c2ccoc2C)cc1	0.2	-41	-1.5	7
O=C(CCCc1ccccc1)Nc1cc([N+](=O)[O-])ccc1F	0.1	13	0.9	-4
CCn1c(C)cn2c3c(=O)n(Cc4ccc(Br)cc4)c(=O)n(C)c3nc12	0.9	16	3.0	6
CCn1nc(C)c(CN2CCOc3ccc(CN4CCN(C(C)=O)CC4)cc3C2)c1C	0.2	1	0.7	2
COc1ccc(NCN2C(=O)C3C4C=CC(C4)C3C2=O)cc1 (stereo not drawn)	-0.1	9	0.7	-13

In a second layout: entries from further up
Each structure is followed by: FBW7 act	TEAD-YAP block	GPR151 activ	MITF inh
CCN(CC(=O)Nc1ccc(C(N)=O)cc1)S(=O)(=O)c1ccc(OC)cc1
 : -0.1	-6	-1.0	-9
CN(C)c1ccc(C2C3=C(CCCC3=O)Nc3[nH]c(=O)[nH]c(=O)c32)cc1 (stereo not drawn)
 : -0.3	-15	-0.5	-20
CCOC(=O)c1ccc(NC(=O)C23CC4CC(CC(C4)C2)C3)cc1
 : -0.1	-31	-0.7	-8
CCOC(=O)c1ccc(NC(=S)NNC(=O)c2ccoc2C)cc1
 : 0.2	-41	-1.5	7
O=C(CCCc1ccccc1)Nc1cc([N+](=O)[O-])ccc1F
 : 0.1	13	0.9	-4
CCn1nc(C)c(CN2CCOc3ccc(CN4CCN(C(C)=O)CC4)cc3C2)c1C
 : 0.2	1	0.7	2

Remaining list, next part.
SMILES	FBW7 act	TEAD-YAP block	GPR151 activ	MITF inh
CC(C)[C@@H]1NC(=O)[C@@H]2C[C@H](NCc3cccc4ncccc34)CN2C1=O	-0.1	-3	-0.5	5
O=C(CN1CCC(n2nnc3cc(C(F)(F)F)ccc32)CC1)NNC(=O)c1ccco1	0.1	3	-0.5	8
COc1ccc(CCc2nc(C)cc(CN(C)C)c2O)cc1	0.0	-4	1.0	-2
CC(NC(=O)/C(=C/c1cccc(Br)c1)NC(=O)c1ccco1)C(=O)O (stereo not drawn)	0.1	2	-0.4	-5
CCCOc1ccc(N2C(=O)C3C(C2=O)C2(C)CC3(C)CC2=O)cc1 (stereo not drawn)	-0.1	-4	7.8*	11
COc1ccc(-c2cnc(N)n2CC2CCCO2)cc1 (stereo not drawn)	-0.9	3	-0.1	15
COc1ccccc1C(=O)CC1(O)C(=O)N(Cc2ccccc2C)c2ccccc21 (stereo not drawn)	0.2	11	-2.0	24
COc1cc(OC)c(NC(=O)Cn2nc(C)n3cccc3c2=O)cc1Cl	0.0	6	0.7	1
COc1ccc(CNCC(C)O)cc1OC (stereo not drawn)	-0.1	7	0.8	-2
CCN(CC)CCN1CCN(c2ccnc3c(-c4ccc(C(C)=O)s4)cnn23)CC1	-0.4	-12	0.4	-18
O=S(=O)(c1ccc(C2Nc3ccc(F)cc3C3C=CCC32)cc1)N1CCOCC1 (stereo not drawn)	-0.1	-4	0.8	4
CC(C)(C)OC(=O)NCCNC(=O)c1cnccc1Nc1ccc2[nH]ncc2c1	0.1	1	-0.4	6
COc1ccc(OCC(=O)Nc2ccc(O)cc2)cc1	0.2	-5	-0.9	-5
O=C(NCC1(c2ccccc2)CCOCC1)C1CC12CCN(C1CCC1)CC2 (stereo not drawn)	0.0	0	-0.5	-11
COc1ccc(-c2nnc(Nc3cccc(C(F)(F)F)c3)c3ccccc23)cc1	0.6	-16	-1.0	13
CC(C)CCNC(=O)C(=O)Nc1ccccc1Cl	0.4	-62	-2.3	-10
COc1ccc2cc3c(NC(=O)Cc4cccc(C(F)(F)F)c4)n[nH]c3nc2c1	0.0	6	-0.6	5
Cc1cccn2c(=O)c3cc(C(=O)NCC4CCCO4)c(=N)n(CCOCCO)c3nc12 (stereo not drawn)	0.0	7	-1.3	14
Cc1nc(N)sc1-c1csc(Nc2ccc(O)cc2)n1	-0.1	3	-1.5	17
Cc1cccc2c(Nc3ccc(S(N)(=O)=O)cc3)c3ccc([N+](=O)[O-])cc3nc12	0.3	3	-0.7	8
CN(CC(O)c1ccccc1)C(=O)c1cc(Cc2cccc(F)c2)no1 (stereo not drawn)	0.1	-19	0.9	-4
COC(=O)c1ccc(NS(=O)(=O)c2ccc([N+](=O)[O-])cc2)cc1	0.1	0	0.6	5
O=C(c1cccc([N+](=O)[O-])c1)N1CC(=O)N(CCc2ccccc2)C(=O)C1	0.0	8	0.1	5
N#CCSc1nc2c(cc1C#N)CCCCC2	0.1	-33	1.3	-7
Cn1c(CSc2nc3ncnc(N)c3[nH]2)nc2ccccc21	0.2	6	-0.4	2
CCOc1cc(C2C3=C(CCCC3=O)Nc3nc(C(=O)OC)nn32)ccc1OC (stereo not drawn)	0.1	8	-0.4	1
CC(=O)c1ccccc1-c1ccc2c(c1)CC(CNC(=O)C1CCC(=O)N1)O2 (stereo not drawn)	0.4	-2	-1.0	13
O=C1NC(=S)N(C(=O)c2ccc(F)cc2)/C1=C/c1ccc2c(c1)OCO2	0.6	8	-1.4	18
Cc1ccc(S(=O)(=O)Cc2ccc([N+](=O)[O-])cc2)cc1	-0.1	-3	0.3	7
COc1cc(-c2nc(/C=N/c3cccc(C)n3)c(O)o2)cc(OC)c1OC	0.0	2	0.8	-3
COc1cc(-c2cc(C(F)(F)F)n3ncc(C(=O)NCc4cccs4)c3n2)cc(OC)c1OC	-0.1	-7	0.7	-18
COCC(C)n1c(C)cc(C(=O)COC(=O)c2ccc(Cl)cc2N)c1C (stereo not drawn)	-0.2	-5	-0.3	-1
CC(C)CC(=O)N1CCn2c(nc3ccccc32)C1	0.1	6	-1.1	0
COc1cc(C=O)cc(OC)c1OC(=O)c1cccc(Cl)c1	-0.2	11	-0.2	10
O=C(NC1CC(=O)N(c2ccccc2)C1)NC(c1ccccc1)c1ccccc1 (stereo not drawn)	0.0	-1	2.7	-8
COc1cccc(CN2CCN(C(=O)CCc3nnc(C4CCCCC4)o3)CC2=O)c1	-0.2	1	-2.3	-6
COc1ccc(-c2nnc(C3CCN(S(=O)(=O)c4cccc(Cl)c4)CC3)o2)cc1	0.0	-6	1.3	-2
Cc1occc1-c1nn(Cc2ccc(C#N)cc2)c(=O)o1	-0.1	18	2.4	6
COc1cc2c(cc1OC)C(COc1ccccc1OC)N(C(=O)c1ccc(S(=O)(=O)N3CCCC3)cc1)CC2 (stereo not drawn)	-0.1	12	4.1	3
CCCSc1nnc(NC(=O)c2cc(Cl)ccc2OC)s1	0.0	-15	0.1	0

A second format for part of the listing above.
molecule | FBW7 act | TEAD-YAP block | GPR151 activ | MITF inh
Cc1cccn2c(=O)c3cc(C(=O)NCC4CCCO4)c(=N)n(CCOCCO)c3nc12 (stereo not drawn) | 0.0 | 7 | -1.3 | 14
Cc1nc(N)sc1-c1csc(Nc2ccc(O)cc2)n1 | -0.1 | 3 | -1.5 | 17
Cc1cccc2c(Nc3ccc(S(N)(=O)=O)cc3)c3ccc([N+](=O)[O-])cc3nc12 | 0.3 | 3 | -0.7 | 8

The results go on:
SMILES	FBW7 act	TEAD-YAP block	GPR151 activ	MITF inh
CCCC(Oc1ccc(Br)cc1)C(=O)Nn1c(=S)[nH]c2ccccc2c1=O (stereo not drawn)	0.3	6	0.2	0
CCCN1C(=O)C(O)(CC(=O)c2cc(OC)ccc2OC)c2cc(Br)ccc21 (stereo not drawn)	0.1	8	3.5	-10
CC(=O)N(CN1C(=O)c2ccccc2C1=O)c1ccc(C)c(Cl)c1	0.3	8	1.0	12
O=C1C2CC=CCC2C(=O)N1c1ccc(N2C(=O)C3CC=CCC3C2=O)c(Cl)c1 (stereo not drawn)	0.0	10	0.3	-27
CCc1c(C)sc(NC(=O)c2cccc(Br)c2)c1C(N)=O	0.3	-1	-0.9	6
CN(CCCC(=O)NNC(=O)c1ccccn1)S(=O)(=O)c1ccc([N+](=O)[O-])cc1	-0.5	4	-0.4	10
CCOC(=O)c1sc(=NC(=O)c2ccc(OC)cc2)n(C)c1C	0.0	3	-1.1	6
COC(=O)c1ccc(N2C(=O)CC(N3CCN(c4ccccc4)CC3)C2=O)cc1 (stereo not drawn)	0.1	1	-0.4	6
COc1ccc(C(=O)Nc2cccc(F)c2)cc1[N+](=O)[O-]	0.1	-21	-0.7	6
C=CCN(c1ccccc1)S(=O)(=O)c1ccc(F)c(C(=O)Nc2cc(C)ccc2OC)c1	0.1	12	1.4	7
O=C(CSc1ccncc1)N1CCCC(N2CCOCC2)C1 (stereo not drawn)	-0.2	4	-0.4	-12
COc1ccc(-n2c(=O)c3ccccc3n(Cc3ccc([N+](=O)[O-])cc3)c2=O)cc1OC	0.0	11	-0.2	4
CCC(=O)N1CCc2cc(S(=O)(=O)N(CC(C)C)CC(C)C)ccc21	0.3	7	0.3	-4
COc1ccc(C2=N/C(=C\c3cc(OC)c(OC)cc3OC)C(=O)O2)cc1	0.0	-7	-0.9	10
CCCNc1nc(SCC)nc2c1cnn2CCNC(=O)c1ccc(F)c(F)c1	0.3	11	0.6	20
COc1ccc(C(CC(=O)O)NC(=O)OC(C)(C)C)cc1 (stereo not drawn)	-0.1	8	-0.8	-11
Cc1ccc(N2CC(NC(=O)NCCCN3CCCCCC3)CC2=O)cc1 (stereo not drawn)	-0.2	3	2.7	-23
COc1cc(C(=O)NC2CCS(=O)(=O)C2)cc(OC)c1OC (stereo not drawn)	-0.1	-8	-1.1	1
CCOc1ccc(-n2c(=O)cc(N3CCN(c4ccccc4F)CC3)[nH]c2=O)cc1	0.1	3	0.8	2
CCCCCCNC(=O)c1cnn2c(C)c(Cc3ccccc3Cl)c(C)nc12	0.0	-2	0.1	3
COc1ccc(S(=O)(=O)NCCNc2nc3cc(C)c(C)cc3cc2C#N)cc1	0.0	-1	0.3	6
COc1ccc(-c2c(C)oc3cc(OC(C)=O)ccc3c2=O)cc1OC	-0.3	-11	0.8	2
Cc1cccc(NC(=O)/C=C/c2ccc([N+](=O)[O-])cc2)n1	-0.1	-41	-0.1	-1
CCc1ccc(NC(=O)C2c3ccccc3C(=O)N(c3ccc(OC)cc3)C2c2ccc(OC)cc2)cc1 (stereo not drawn)	-0.2	5	0.2	0
Cc1nc2sc(C(=O)Nc3nc4ccccc4s3)c(N)c2c(C)c1C	-0.1	96*	1.6	8

Whole records, looked up by structure.
CCc1ccc(NC(=O)C2c3ccccc3C(=O)N(c3ccc(OC)cc3)C2c2ccc(OC)cc2)cc1 (stereo not drawn) reads FBW7 act = -0.2; TEAD-YAP block = 5; GPR151 activ = 0.2; MITF inh = 0
COc1ccc(S(=O)(=O)NCCNc2nc3cc(C)c(C)cc3cc2C#N)cc1 reads FBW7 act = 0.0; TEAD-YAP block = -1; GPR151 activ = 0.3; MITF inh = 6

Hits appear at their usual frequency; overall some 3.5% were active at least once.
